# SW480 rereplic: induces DNA re-replication in SW480 colon adenocarcinoma cells. AID 624297. Potency, µM (series often up to 46.1 µM), for the others: top-dose re-replication activation, hits mostly activators. SW480 DNA re-replication, Hoechst DNA content imaging, 48 h. hit rate 1.8% among 340,000; also: potency is read from the fitted curve at half-maximal effect; % of control where 0% means no effect; nearly all actives have a fitted effect of over 55% in size
#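 First, 250 cells per well were seeded. Next, compound or vehicle (23 nL) was pinned in, plates sat 48 hr at 37 C. Finally Hoechst was added for 40 min before fluorescence scanning.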
# IL-1B inflam inh: blocks inflammasome-driven IL-1 beta release. THP-1 LPS/ATP IL-1B secretion, AlphaLISA, 16 h; active compounds read low. activity change, % at 57.5 µM. hit rate 4.7% among 360,000. AID 743279; in the data active = activity change below about -50%; inconclusive = mostly about -30% to -49%; also: % is scaled to controls: 0 for no effect and ±100 for the full control effect
#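 THP-1 cells pretreated 1 hr with compounds (up to 57.5 uM final), then stimulated with LPS (250 ng/mL final) plus ATP (1.25 mM final); secreted IL-1B measured by AlphaLISA after 16 hr, decreased signal indicating inhibition.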
# ATXN2 expr inh: reduces ATXN2 reporter expression in HEK-293 cells; hit rate 0.72% among 360,000; HEK-293 ATXN2-luciferase reporter, luminescence, 24 h; Potency, µM (highest dose often 57 µM), for inactives: at the top dose activity change, negative = inhibition, hits mostly inhibitors; also: potency is read from the fitted curve at half-maximal effect; % is scaled to controls: 0 for no effect and ±100 for the full control effect; nearly all actives have a fitted effect of over 55% in size
#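 ATXN2-luciferase reporter cells (luciferase flanked by upstream and downstream ATXN2 gene portions) were treated 24 h at 37 °C with compounds at up to 57 uM. SteadyGlo luminescence gave expression; GF-AFC fluorescence gave viability.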
# MCF10A rerep: DNA re-replication induction in MCF 10a cells | MCF 10A DNA re-replication, Hoechst nuclear intensity, 48 h | Potency, µM (titrated, usually from 46.1 µM), for inactives: top-dose activity, positive = re-replication, actives largely listed as activators | hit rate 2.9% among 350,000 | AID 624296; also: potency is read from the fitted curve at half-maximal effect; % of control where 0% means no effect; nearly all actives have a fitted effect of over 50% in size
# HepG2 viability: kills HepG2 cells in TGF-b inhibitor counter-screen; hit rate 0.76% among 410,000; AID 588856; Potency, µM (series often up to 46.1 µM), for inactives: at the top dose activity change, negative = cytotoxicity, usual class: cytotoxic; HepG2 CAGA-GFP viability, ATP luminescence, 18 h; also: potency is read from the fitted curve at half-maximal effect; some results filed as inactive show a strong effect at the top dose
#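 CellTiter-Glo luminescence gave cytotoxicity after 18 hours at 37 degrees C. The cells were HepG2 CAGA-GFP in 1% FBS DMEM, stimulated with 500 pg/mL TGF-beta after compound addition. %Activity was normalised to no-cell wells (complete cell-killing) and DMSO (no toxicity), and curves were fitted and classified.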
# HT1080 IDH1KD tx: HT-1080 IDH1 knockdown cell toxicity (counter line) | HT-1080 IDH1 knockdown viability, ATP luminescence, 48 h | Potency, µM (doses to about 46.1 µM), without a hit: at the highest dose activity, negative = toxicity, most hits filed as cytotoxic | hit rate 2% among 360,000;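 also: potency is read from the fitted curve at half-maximal effect; 0% = DMSO wells and -100% = cell-free medium wells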
#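 Assay cells: HT-1080 with IDH1 knockdown, 750 per well, RPMI/5% FBS. Exposure: 48 h at 37 °C following 2 h pre-incubation. Read: CellTiter-Glo luminescence; fitted concentration-response, curve class assigned.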
# KB-3-1 tox: KB-3-1 parental cell cytotoxicity; hit rate 1.4% among 400,000; Potency, µM (doses to about 46.1 µM), without a hit: at the top dose activity change, negative = cytotoxic, actives largely listed as cytotoxic; KB-3-1 viability, CellTiter-Glo ATP luminescence, 72 h; also: potency is read from the fitted curve at half-maximal effect; % is scaled to controls: 0 for no effect and ±100 for the full control effect; nearly all actives have a fitted effect of over 60% in size
#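 72 h, 37 °C compound treatment of KB-3-1 parental cells; CellTiter-Glo added, 10 min, luminescence read. Data corrected against DMSO-only plates and normalized before curve fitting.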
# ATXN viability: reduces viability in counter-screen for ATXN expression inhibitors; Potency, µM (titrated, usually from 56.7 µM), most hits filed as cytotoxic; S2 cells (HEK-293 line with an ATXN2-luciferase reporter) viability, CellTiter-Fluor protease fluorescence, 24 h; AID 651635; hit rate 0.49% among 400,000; also: potency is read from the fitted curve at half-maximal effect; nearly all actives have a fitted effect of over 40% in size
# HT1080NT lethal: kills 2HG-producing HT-1080-NT fibrosarcoma cells; HT-1080-NT fibrosarcoma viability, CellTiter-Glo ATP luminescence, 48 h; Potency, µM (doses to about 46.1 µM), for the others: at the highest dose activity, negative = less viability, usual class: cytotoxic; hit rate 1.6% among 360,000; AID 686970;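 also: NT is the 2HG producing partner of a matched IDH1 knockdown line; potency is read from the fitted curve at half-maximal effect; 0% = DMSO-treated cells and -100% = media-only wells without cells; nearly all actives have a fitted effect of over 55% in size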
#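 A 48-hour cytotoxicity screen used HT-1080-NT cells plated 2 hours before compound delivery. ATP-based CellTiter-Glo luminescence measured viability, normalized to DMSO and no-cell controls.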
# * hit, by the source's call; i = inactive; ? = inconclusive; . = no result given; [ ] = remark or other dose. Unless noted, calls follow the shape of the dose curve; as a rule, active = well fitted curve in the direction sought with a large enough effect; inconclusive = small, poorly fitted or top-dose-only effect, or another doubt; inactive = no such curve, though single readings can be large; an effect the other way counts as inactive or inconclusive.
# Sample of the layout (three entries):
SMILES,SW480 rereplic,IL-1B inflam inh,ATXN2 expr inh,MCF10A rerep,HepG2 viability,HT1080 IDH1KD tx,KB-3-1 tox,ATXN viability,HT1080NT lethal
COc1ccc(CN(C(=O)Nc2ccccc2)c2ccccn2)cc1OC,.,.,5%,.,-14%,.,0%,i,.
COC(=O)c1cc(Oc2ccc(C(=O)OC)cc2N)cc(C(=O)OC)c1,0%,6,-9%,4%,-5%,-1%,17%,i,-13%
CC(=O)N1CCCc2cc(S(=O)(=O)N3CCCC(C(=O)Nc4cccc(C)c4)C3)ccc21 (configuration not stated),-4%,-17,8%,-52%[inhibitor],1%,-14%,-5%,i,3%

# The whole of this part, from the start:
SMILES,SW480 rereplic,IL-1B inflam inh,ATXN2 expr inh,MCF10A rerep,HepG2 viability,HT1080 IDH1KD tx,KB-3-1 tox,ATXN viability,HT1080NT lethal
COc1ccc(CN(C(=O)Nc2ccccc2)c2ccccn2)cc1OC,.,.,5%,.,-14%,.,0%,i,.
COC(=O)c1cc(Oc2ccc(C(=O)OC)cc2N)cc(C(=O)OC)c1,0%,6,-9%,4%,-5%,-1%,17%,i,-13%
CC(=O)N1CCCc2cc(S(=O)(=O)N3CCCC(C(=O)Nc4cccc(C)c4)C3)ccc21 (configuration not stated),-4%,-17,8%,-52%[inhibitor],1%,-14%,-5%,i,3%
Cc1cc(C(=O)CSc2ncnc3ccccc23)c(C)n1C1CC1,-7%,-22,15%,2%,-1%,0%,-17%,i,0%
COc1ccc(/C=N/NC(=O)CC#N)cc1Oc1nc(Cl)ncc1F,12%,6,.,0%,-24%,1%,3%,i,12%
CN(Cc1ccccc1)C(=O)c1ccccc1NC(=O)C1CC1,4%,12,-19%[11.3 µM],-3%,12%,10%,2%,i,6%
CC(=O)Nc1ccc(NS(=O)(=O)c2ccc3c(c2)CCCN3C(C)=O)cc1,.,.,7%,.,-49%,.,-1%,i,.
CN(C(=O)COC(=O)c1ccc(Cl)cc1N)C1CCS(=O)(=O)C1 (configuration not stated),-9%,19,-2%,-2%,-4%,6%,5%,i,-6%
Cn1cc(Br)c(-c2cccc(NC(=O)CC(C)(C)CC(=O)O)c2)n1,-8%,27,12%,4%,-44%,6%,0%,i,?
CCc1cccc2c1NC(=O)C21OCCO1,-19%,19,.,0%,-18%,-3%,-7%,i,0%

# Reprinted from the entries so far, 5 compounds:
SMILES,SW480 rereplic,IL-1B inflam inh,ATXN2 expr inh,MCF10A rerep,HepG2 viability,HT1080 IDH1KD tx,KB-3-1 tox,ATXN viability,HT1080NT lethal
COc1ccc(CN(C(=O)Nc2ccccc2)c2ccccn2)cc1OC,.,.,5%,.,-14%,.,0%,i,.
COC(=O)c1cc(Oc2ccc(C(=O)OC)cc2N)cc(C(=O)OC)c1,0%,6,-9%,4%,-5%,-1%,17%,i,-13%
CC(=O)N1CCCc2cc(S(=O)(=O)N3CCCC(C(=O)Nc4cccc(C)c4)C3)ccc21 (configuration not stated),-4%,-17,8%,-52%[inhibitor],1%,-14%,-5%,i,3%
Cc1cc(C(=O)CSc2ncnc3ccccc23)c(C)n1C1CC1,-7%,-22,15%,2%,-1%,0%,-17%,i,0%
COc1ccc(/C=N/NC(=O)CC#N)cc1Oc1nc(Cl)ncc1F,12%,6,.,0%,-24%,1%,3%,i,12%

# (more compounds)
SMILES,SW480 rereplic,IL-1B inflam inh,ATXN2 expr inh,MCF10A rerep,HepG2 viability,HT1080 IDH1KD tx,KB-3-1 tox,ATXN viability,HT1080NT lethal
CCn1nc(C)cc1C(=O)N1CCCC(C(=O)c2ccc3ccccc3c2)C1 (configuration not stated),4%,-17,.,?,-45%,-7%,-15%,?,-6%
Cn1c(=O)n(C)c2cc([N+](=O)[O-])c(N3CCN(C(=O)c4ccc(F)cc4)CC3)cc21,-6%,30,.,9%,-12%,-16%,-17%,i,3%
O=C(CSc1nc(-c2ccccc2)nc2c1Cc1ccccc1O2)Nc1ccc(C(=O)O)cc1,8%,47,31%,?,4%,-1%,-2%,i,4%
O=C(CSc1nnc(-c2ccco2)n1-c1ccccc1)NCc1ccco1,0%,-9,6%,0%,-23%,0%,6%,i,-1%
Cc1[nH]c2ccccc2c1SCc1ccccc1,-8%,2,-28%,-3%,-21%,0%,-3%,i,-6%
Cc1nc(CN2CCN(C(=O)c3ccc(Br)cc3)CC2)cs1,2%,16,-2%,-17%,-7%,-2%,-13%,i,16%
Cc1cccc(OCC(=O)NCC(=O)N/N=C/c2ccc(O)cc2O)c1,?,188,.,?,21%,18µM*,-10%,i,-19%
CCCCC1(C)NC(=O)c2c(C)sc(C(=O)OCC)c2N1 (configuration not stated),6%,15,2%,?,3%,-20%,-6%,i,-20%
Cc1ccc2[nH]c(=O)c(-c3nc4cc(C)ccn4c3NCc3ccco3)cc2c1,-5%,-18,7%,-3%,1%,-3%[9.24 µM],12%,i,?
COc1ccc(OCCn2nnc(-c3ccc(Cl)cc3)n2)cc1,1%,13,-6%,2%,-15%,2%,0%,i,-4%
CCCCn1c(SCC(N)=O)nnc1-c1ccco1,-2%,13,1%,0%,16%,9%,-23%,i,-5%
Cc1ccc(NC(=O)C(C)N2CCOCC2)c(C(=O)c2ccccc2)c1 (configuration not stated),1%,-5,2%,-1%,-11%,0%,6%,i,10%
CC(C)C(=O)NC(NC1CCS(=O)(=O)C1)C(Cl)(Cl)Cl (configuration not stated),-1%,-4,-4%,0%,3%,-7%,1%,i,2%
CC(O)Cn1ccccc1=N (configuration not stated),10%,11,-5%,-11%,2%,14%,14%,i,11%
Cn1c2c(c(=O)n(C)c1=O)C(c1cccc(F)c1)C(C#N)=C(N)O2 (configuration not stated),-1%,5,-4%,-1%,1%,8%,-3%,i,14%
CC(=O)C1=C(C)NC(C)=C(C(C)=O)C1c1ccc(-c2ccccc2Cl)o1,1%,13,9%,?,-82%,-13%,-3%,i,-3%
N#C/C(=C/c1cccnc1)c1ccccc1,-1%[9.22 µM],-13,15%,0%,6%,13%,0%,i,16%
O=C(Oc1cc(Cl)ccc1Cl)c1ccc(N2CCOCC2)c([N+](=O)[O-])c1,0%,5,-7%,9%,0%,8%,6%,i,18%
CC(C)(C)NC(=O)NC(=O)COC(=O)Cc1c(F)cccc1Cl,-3%,0,13%,1%,7%,1%,20%,i,14%
Cc1ccc(S(=O)(=O)c2nc(S(C)(=O)=O)sc2N2CCCCC2C)cc1 (configuration not stated),?,-83*,?,?,-6%,?,?,?,?
CC(=O)NCCC(=O)NCc1ccc(F)cc1,1%,-8,7%,0%,-7%,5%,-1%,i,1%
Cc1ccc(N(C(C)C(=O)N2CCCC2)S(C)(=O)=O)cc1 (configuration not stated),-4%,38,2%,-1%,-3%,3%,6%,i,5%
O=C1CC(N2CCN(c3ccc(F)cc3)CC2)C(=O)N1Cc1ccc(N2CCCC2=O)cc1 (configuration not stated),0%,26,-9%,7%,-16%,?,?,i,-3%
Cc1nc2nc(Cc3ccccc3)[nH]n2c(=O)c1Cl,-8%,14,10%,1%,-17%,12%[9.24 µM],29%,i,14%
Cc1ccc(Cc2nc3ccccc3nc2SCC(=O)Nc2cccc(C(F)(F)F)c2)cc1,.,.,1%,.,-63%,.,-21%,?,.
CN(C(=O)CCCN1CCCC1=O)C1CCCN(Cc2ccccc2F)C1 (configuration not stated),-1%,3,4%,16%,2%,2%,.,i,0%
CCC(NC(=O)CCc1c(C)c2cc3c(-c4ccccc4)coc3cc2oc1=O)C(=O)O (configuration not stated),-1%,14,-5%,?,4%,8%,5%,i,11%
COc1ccc(C(=O)CSc2nnc(Cn3nnc4ccccc43)n2C)cc1,9%,9,-18%,-5%,0%,14%,-9%,i,4%
Cc1nn(C)cc1CN1CCCC(C(=O)c2ccc(-c3ccccc3)c(F)c2)C1 (configuration not stated),4%,-57*,.,?,-12%,?,-23%,?,?
CCC(=O)Nc1c2c(nc3c1CCC3)CCCC2,-3%,6,-4%,4%,2%,-17%,2%,i,-13%
Cn1nc(-c2ccc(Cl)cc2)cc1NC(=O)CCCC(=O)O,-31%,0,.,1%,4%,0%,5%,i,1%
O=C(O)c1cc(-c2ccc(Cl)cc2)n(-c2ccc(Cl)cc2)n1,0%,8,-14%,6%,1%,-25%,12%,i,-22%
CS(=O)(=O)N1CCc2cc(C(=O)N3CCCCC3)ccc21,-8%,12,-18%,-4%,5%,0%,-12%,?,2%

# Screens from PubChem BioAssay.

# The order is random; any-hit rate near 8.9%.
